# Assay outcomes (PubChem BioAssay)
# CHX counter – affects cycloheximide protein synthesis inhibition readout, counter-screen; cell reporter, cycloheximide protein synthesis inhibition counterscreen; max response, %; actives 12% (n = 300,000); AID 2314; in the data active = max response mostly above about 13%, no sharp cut-off; inactive = mostly below about 14%; note: read at 38.3 µM for the half of the compounds with a filed dose; 0% is about no effect
# Shiga toxin inh – inhibitors of Shiga toxin in Vero cells | Vero cells, Shiga toxin protein synthesis inhibition reporter | inhibition, % at 38.7 µM | actives 9.2% (n = 290,000) | AID 2315; in the data active = inhibition mostly above about 28%, no sharp cut-off; inactive = mostly below about 43%; note: 0% is about no effect
# Pf growth 48h – P. falciparum growth inhibition at 48 hours (one generation). Potency, µM (top dose mostly 28.7 µM), for inactives: at the top dose activity change, negative = inhibition, most hits filed as inhibitors. P. falciparum luciferase growth in erythrocytes, 48 h. actives 5.9% (n = 310,000). AID 504832; note: potency is the fitted concentration of half-maximal effect; % is set by controls: 0 for no effect and ±100 for the full control effect
#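 Firefly luciferase activity from engineered P. falciparum reports growth; inhibitors lower the luminescent signal. Cultures contained 2% hematocrit erythrocytes at 0.1% final parasitemia.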
# TbPYK inhibitor – T. brucei pyruvate kinase inhibition; Q57TT1; TbPYK enzyme, Kinase-Glo Plus ATP luminescence, 45 min; Potency, µM (top dose mostly 76.8 µM), for the others: at the top dose activity, negative = inhibition, usual class: inhibitors; actives 0.12% (n = 410,000); AID 624173; note: potency is the fitted concentration of half-maximal effect; % is set by controls: 0 for no effect and ±100 for the full control effect; nearly all actives have a fitted effect of over 50% in size
#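 ADP (130 uM final) triggers the TbPYK reaction after compound addition; incubation is 45 min at room temperature. Kinase-Glo Plus is then added and luminescence imaged. Normalized data are fitted to concentration-effect curves.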
# LmPK inhibitor – blocks Leishmania mexicana pyruvate kinase activity | Q27686 | purified LmPK, Kinase-Glo ATP luminescence, 1 h | Potency, µM (highest dose often 57.5 µM), for the others: at the top dose activity change, negative = inhibition, actives largely listed as inhibitors | actives 0.37% (n = 290,000); note: potency is the fitted concentration of half-maximal effect; % is set by controls: 0 for no effect and ±100 for the full control effect
# Target sequence (Q27686 whole entry, looked up): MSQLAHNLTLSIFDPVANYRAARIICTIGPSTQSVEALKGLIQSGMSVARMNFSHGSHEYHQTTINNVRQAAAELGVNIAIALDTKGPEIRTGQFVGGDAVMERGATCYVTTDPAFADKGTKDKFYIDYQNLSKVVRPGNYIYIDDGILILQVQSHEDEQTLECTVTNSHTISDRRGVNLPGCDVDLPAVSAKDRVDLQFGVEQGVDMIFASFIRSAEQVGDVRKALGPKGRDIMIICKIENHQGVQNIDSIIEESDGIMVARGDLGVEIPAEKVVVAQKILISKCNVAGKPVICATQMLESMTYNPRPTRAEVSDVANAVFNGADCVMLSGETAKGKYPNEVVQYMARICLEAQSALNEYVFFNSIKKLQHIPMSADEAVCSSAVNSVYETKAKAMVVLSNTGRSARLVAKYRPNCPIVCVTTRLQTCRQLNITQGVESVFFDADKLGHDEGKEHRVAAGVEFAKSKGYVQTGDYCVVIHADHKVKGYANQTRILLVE
#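 Kinase-Glo luminescence read after 1 h RT reaction of 0.1 nM LmPK with 0.5 mM PEP and 0.1 mM ADP. Activity scaled between uninhibited and enzyme-free controls.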
# Pf growth 96h – P. falciparum growth inhibition at 96 hour, primary screen for plastid delayed-death inhibitors; P. falciparum luciferase reporter growth, 96 h; Potency, µM (series often up to 28.7 µM), without a hit: at the highest dose activity change, negative = inhibition, usual class: inhibitors; actives 6.9% (n = 320,000); AID 504834; note: potency is the fitted concentration of half-maximal effect; % is set by controls: 0 for no effect and ±100 for the full control effect
#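 P. falciparum expressing integrated firefly luciferase grown in erythrocytes (2% hematocrit, 0.05% parasitemia final) with compounds for 96 hours at 37 C, 5% CO2. Growth inhibition read as loss of luminescence after adding luciferase detection reagent.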
# AmpC inh no detg – AmpC beta-lactamase inhibition without detergent; P00811; AmpC nitrocefin hydrolysis, absorbance 480 nm, 0.0001% Triton; actives 0.52% (n = 330,000); Potency, µM (series often up to 57.1 µM), inactives show at the highest dose activity change, negative = inhibition, actives largely listed as inhibitors;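 note: potency is the fitted concentration of half-maximal effect; plate controls were no compound for no effect and no enzyme for full effect; nearly all actives have a fitted effect of over 20% in size; some results filed as inactive show a strong effect at the top dose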
# Target sequence (P00811 whole entry, looked up): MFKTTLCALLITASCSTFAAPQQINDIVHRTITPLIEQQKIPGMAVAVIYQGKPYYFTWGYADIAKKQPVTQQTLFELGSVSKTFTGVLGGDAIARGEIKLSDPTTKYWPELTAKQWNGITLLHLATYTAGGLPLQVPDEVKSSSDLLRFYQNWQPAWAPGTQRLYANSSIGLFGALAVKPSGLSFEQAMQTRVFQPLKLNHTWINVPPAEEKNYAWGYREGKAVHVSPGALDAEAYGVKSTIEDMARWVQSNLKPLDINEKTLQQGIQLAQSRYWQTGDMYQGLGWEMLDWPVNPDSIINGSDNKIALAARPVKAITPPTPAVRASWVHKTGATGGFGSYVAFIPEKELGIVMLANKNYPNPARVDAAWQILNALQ
#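 20 mM phosphate pH 7.0 + 0.01% (detergent screen) or 0.0001% Triton X-100; 5.3 nM AmpC reagent; cpd preinc 15 min RT; nitrocefin (800 uM stock) to start; A480 q20 s × 4 min; Activity was normalised to no-enzyme and no-compound control wells.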
# An asterisk follows results filed as active; ? = inconclusive; . = no result given; & = joins results of further samples; [ ] = remark or other dose. Unless noted, calls come from the whole dose curve; as a rule, active = well fitted curve in the direction sought with a large enough effect; inconclusive = small, poorly fitted or top-dose-only effect, or another doubt; inactive = no such curve, though single readings can be large; an effect the other way counts as inactive or inconclusive.
SMILES,CHX counter,Shiga toxin inh,Pf growth 48h,TbPYK inhibitor,LmPK inhibitor,Pf growth 96h,AmpC inh no detg
C/C(=N\NC(=O)c1c(Br)cnn1C)c1ccc(NC(=O)c2ccc(F)cc2)cc1,43*,86*,20%,-10%,1%,94%[activator],-10%
O=C(N=C1SCC(=O)N1c1ccccc1Cl)c1ccco1,30*,104*,154%[activator],-2%,-2%,213%[activator],-32%
O=C(Nc1ccc2c(c1)OCO2)Nc1ccc(Cl)cc1Cl,28*,64*,.,.,2%,109%[activator],-21%
O=C1C(Cl)=C(NCCN2CCCCC2)C(=O)c2ccccc21,54*,49*,-27%,2%,-7%,?,-37%
Cc1cccc(NC(=O)c2ccc(Cl)c(NC(=O)c3ccncc3)c2)c1C,-2,-20,-3%,2%,1%,4%,-3%
O=C(O)/C=C/C(=O)Nc1ccccc1-c1ccccc1NC(=O)/C=C/C(=O)O,-1,-5,0%,-10%,-1%,?,-27%
O=C(N/N=C/c1ccc(OCC(=O)N2CCCCC2)cc1)c1ccccc1,30*,40,?,2%,2%,?,-10%
Cc1n[nH]c(C)c1S(=O)(=O)N1CCN(c2ccccn2)CC1,-5,-11,-4%,-1%,1%,36%[activator],.
O=S(=O)(NCCN1CCOCC1)c1cc(Cl)ccc1Cl,-1,0,2%,-3%,-11%,6.6µM*,2%
COc1ccc(CC(=O)NCC2(c3ccc(OC)c(OC)c3)CCOCC2)cc1,-2,3,.,0%,-21%,?,49%
COc1ccc(Nc2nnc(SCC3CCCCO3)s2)cc1 (stereo not drawn),9,46,3.7µM*,-9%,0%,13µM*,-25%
Cc1cc(OCC(=O)Nc2cc(C)nn2-c2ccccn2)c2c3c(c(=O)oc2c1)CCC3,-2,-13,6%,.,1%,147%[activator],-22%
CC(C)(C)Nc1c(N)c(=O)oc2ccccc12,-1,11,-17%,-7%,-1%,0%,-8%
COc1cccc(C(=O)/C=C/c2ccc(OCC#N)c(OC)c2)c1,39*,16*,-26%,-8%,0%,?,-26%
CC(C)(CC(=O)O)CC(=O)N1CCN(c2nc3ccc(Cl)cc3s2)CC1,-1,-5,12%,3%,1%,4%,-8%
O=C(OC1CCOC1=O)c1cc(-c2ccccc2)nc2ccccc12 (stereo not drawn),-5,-25,.,1%,2%,-22%,-12%
Cc1nn(Cc2c(F)c(F)c(F)c(F)c2F)c(C)c1NC(=O)c1cccc(COc2ccccc2Cl)c1,69*,162*,137%[activator],-4%,-2%,289%[activator],-5%
O=C(Nc1ccc(N2CCOCC2)cc1)c1ccc(-c2ccccc2[N+](=O)[O-])o1,22,46*,-14%,-16%,0%,0%,3%
O=S(=O)(c1ccc(Cl)cc1)N1CCN(S(=O)(=O)N2CCCCCC2)CC1,1,-3,14%,-1%,-6%,?,-6%
O=C(N1CCOCC1)N1CCC(c2nc(-c3ccc(S(=O)(=O)N4CCOCC4)cc3)no2)CC1,0,-11,2%,4%,1%,.,-11%

# Only CHX counter (6 entries from above):
compound	CHX counter
C/C(=N\NC(=O)c1c(Br)cnn1C)c1ccc(NC(=O)c2ccc(F)cc2)cc1	43*
O=C(N=C1SCC(=O)N1c1ccccc1Cl)c1ccco1	30*
O=C(Nc1ccc2c(c1)OCO2)Nc1ccc(Cl)cc1Cl	28*
O=C1C(Cl)=C(NCCN2CCCCC2)C(=O)c2ccccc21	54*
Cc1cccc(NC(=O)c2ccc(Cl)c(NC(=O)c3ccncc3)c2)c1C	-2
O=C(O)/C=C/C(=O)Nc1ccccc1-c1ccccc1NC(=O)/C=C/C(=O)O	-1

# Next part.
SMILES,CHX counter,Shiga toxin inh,Pf growth 48h,TbPYK inhibitor,LmPK inhibitor,Pf growth 96h,AmpC inh no detg
Cc1ccc(C(=O)Nc2ncc(Cc3ccc(F)cc3)s2)o1,41*,156*,17%,-2%,-1%,?,32µM*
Cc1ccc(-n2c(SCC(=O)Nc3cccc(S(=O)(=O)NC4=NCCCCC4)c3)nc3ccccc3c2=O)cc1C,1,-8,?,8%,-4%,?,7%
CSc1ccc(CN(C)C(=O)c2cc(S(=O)(=O)NCc3ccccc3)ccc2C)cc1,.,.,?,-5%,.,-13%,7%
COc1cccc(CNC(=O)CCCSc2ccccc2)c1,16,35,0%,9%,-1%,0%,-19%
CCc1ccccc1NC(=O)C(Cc1ccccc1)c1nn[nH]n1 (stereo not drawn),-1,.,4%,-5%,5%,-14%,-7%
O=C(NC1CCCCC1)C(c1ccco1)N(C(=O)c1csnn1)c1cccc(Cl)c1 (stereo not drawn),-6,7,?,-11%,0%,-20%,-6%
O=C(Cc1ccccc1)Nc1ccc(C(=O)NCC2COc3ccccc3O2)cc1 (stereo not drawn),0,-7,2%,-2%,6%,0%,-31%
CC(=O)n1cc([C@H]2C=C(C(=O)N3CCN(Cc4ccccc4)CC3)O[C@@H](OCc3ccc(CO)cc3)C2)c2ccccc21,-2,-3,?,-4%,5%,2.9µM*,184%[activator]
CCN(CC)S(=O)(=O)c1ccc(N2CCCC2)c(NS(=O)(=O)c2ccc(F)cc2)c1,0,7,?,-26%,1%,?,-20%
CN(C)S(=O)(=O)c1ccc(Cl)c(NC(=O)COc2ccccc2[N+](=O)[O-])c1,-1,-4,-1%,-9%,1%,5%,-22%
COc1ccc(Cl)cc1NC(=O)N1CCN(c2ccccc2OC)CC1,-2,-5,6.6µM*,-1%,7%,?,57%
CC(=O)NCC(=O)NNC1CC(=O)N(c2cccc(Cl)c2)C1=O (stereo not drawn),-2,13,?,0%,-4%,?,-7%
CCOc1ccc2c(c1)sc(N)[n+]2Cc1cc(C)cc2cccnc12,-7,-14,9.3µM*,3%,1%,1.9µM*,-6%
Cn1c(SCC(=O)Nc2ccccc2)nnc1C(F)(F)F,13,-11,-5%,-6%,-1%,7%,-12%
O=C(NCC1CCCO1)c1ccccc1OCc1ccc(Cl)cc1 (stereo not drawn),.,.,?,5%,.,?,3%
CCOc1ccc2[nH]cc(C(=O)NCCc3ccccc3)c(=O)c2c1,6,.,-6%,4%,-1%,?,-11%
CC(C)CN1CCN(Cc2cccn2-c2cccnc2)CC1CCO (stereo not drawn),7,14,16%,0%,6%,-28%,-6%
CC1CCN(C(=O)c2[nH]cnc2C(=O)N2CCN(c3ccccc3)CC2)CC1,.,.,53%[activator],-10%,.,41%[activator],-1%
Cn1nccc1NC(=O)Nc1ccccc1,-2,-8,-1%,3%,7%,48%[activator],-8%
CC(C)c1ccc(-c2csc3ncnc(N4CCN(C)CC4)c23)cc1,-4,-7,?,0%,2%,?,152%[activator]
O=C(CCC(=O)Nc1ccccc1)N/N=C/c1cccnc1,0,-10,7%,24%,-7%,5.2µM*,-14%
Cc1nnc(NN)n(N)c1=O,1,-1,-80%,-8%,5%,?,-13%
Cc1cc(Cl)ccc1NC(=O)CN1C(=O)NC2(CCCc3ccccc32)C1=O (stereo not drawn),.,.,?,-6%,.,?,-8%
Cc1[nH]c(=O)c(S(=O)(=O)c2ccccc2)c(C)c1Cl,2,-2,-13%,-1%,7%,-12%,-6%
CCCCn1c(=NC(=O)c2ccco2)c(C(=O)OCC)cc2c(=O)n3cccc(C)c3nc21,-2,7,12µM*,0%,-6%,5.9µM*,-20%
OCC1(Cc2ccccc2)CCCN(Cc2cnn(-c3ccccc3)c2)C1 (stereo not drawn),-2,-4,?,10%,1%,-7%,0%
C/C(N)=C(/C#N)C(=O)CSc1nnc(Nc2ccccc2)s1,42*,139*,63%[activator],1%,2%,7%,-26%
COc1ccc(C(=O)NC2CCN(S(=O)(=O)c3ccccc3F)CC2)cc1,-3,-6,10µM*,5%,0%,-13%,-16%
N#CC1=C(N)C(C#N)(C#N)C(c2ccc[nH]2)C2CCCC=C12 (stereo not drawn),-1,29,?,?,4%,?,-34%
C#CCOCCOCCOCCNc1nc(N2CCN(C(=O)C([C@@H](C)CC)n3cc(C(N)CC(C)C)nn3)CC2)nc(N2CCN(C(=O)[C@H](CCC(=O)O)n3cc(C(N)[C@H](C)CC)nn3)CC2)n1 (stereo partly drawn),1,-9,0%,5%,0%,24%,184%[activator]
COc1ccc(NC(=O)CCNS(=O)(=O)c2ccc3c(c2)CC(C)N3C(C)=O)cc1 (stereo not drawn),8,7,?,3%,2%,-21%,1%
Cc1cccc(OCCCC(=O)NCC(=O)Nc2cccc(C)c2C)c1,-1,16,-22%,5%,0%,-18%,46%
COc1ccc(CN2CCNC(=O)C2CC(=O)NC2CCCC2)c(C)c1C (stereo not drawn),-4,18,-1%,-22%,6%,35%[activator],40%
NNC(=S)Nc1c(Br)cc(F)cc1Br,-1,-2,?,?,-5%,-2%,-43%
CC(C)N(C(=O)c1ccc(C(=O)Nc2ccc([N+](=O)[O-])cc2)cc1)C(C)C,11,10,4%,-8%,3%,?,-5%[2.29 µM]
N#C/C(=C\N1CCCCC1)S(=O)(=O)c1ccc(Cl)cc1,-3,-5,-6%,-3%,-3%,-6%,-1%
COc1ccc2[nH]cc(CCNC(C)=O)c2c1,.,.,1%,-11%&-3%,.,26%,.
COc1cc(/C=N/n2nnnc2Nc2ccccc2)cc(OC)c1OC,7,-2,?,-10%,1%,?,-10%
COc1ccc(/C=C2\SC(=S)N(CC(=O)OCC(=O)Nc3ccc([N+](=O)[O-])cc3OC)C2=O)cc1,-4,12,18%,-1%,0%,14%,-29%
S=C(NCCc1ccccc1)NN=C1CCCCCC1,54*,78*,1%,0%,2%,?,-26%
COc1ccc(NCCNc2ccc(OC)cc2)cc1,2,-3,?,-12%,0%,147%[activator],-17%
CN1CCN(C(=O)COc2ccc(S(=O)(=O)Nc3ccc(F)cc3)cc2)CC1,0,-2,-1%,0%,-4%,-8%,11%
Cc1ccc(S(=O)(=O)N(C)C)cc1NC(=O)COC(=O)COc1ccccc1[N+](=O)[O-],-1,-19,3%,-5%,-3%,8%,-13%
Cc1ccc(NC(=O)c2cccc(NC(=O)/C=C/c3ccco3)c2)cc1C,57*,137*,-23%,-22%,1%,?,-55%
CCn1c(SCC(=O)Nc2nc(C)cs2)nnc1-c1ccco1,-2,-4,?,0%,3%,?,-20%
CC(=O)Nc1ccccc1C(=O)C(=O)Nc1ccc(F)cc1,12,15,58%[activator],3%,-1%,217%[activator],-1%
O=C(c1ccccc1)c1ccncc1,-3,8,10%,3%,4%,?,-9%
S=C(NCc1ccccc1Cl)Nc1ccccc1Cl,10,5,?,0%,0%,-22%,-40%
Cc1ccc(N(O)C(=O)OCCNC(=O)Nc2ccccc2)cc1,-2,-1,16%,-2%,-1%,154%[activator],8%
Cc1cc(=O)oc2c(C)c(OCC(=O)NCCCN3CCOCC3)ccc12,-1,-5,6%,3%,0%,20%,-10%
CCN(CC)S(=O)(=O)c1ccc(C(=O)N2CCN(C3=NS(=O)(=O)c4ccccc43)CC2)cc1,8,17,?,-7%,-5%,?,66%[activator]

# A different layout for some results above.
> COc1ccc(NCCNc2ccc(OC)cc2)cc1
  CHX counter = 2
  Shiga toxin inh = -3
  Pf growth 48h = ?
  TbPYK inhibitor = -12%
  LmPK inhibitor = 0%
  Pf growth 96h = 147%[activator]
  AmpC inh no detg = -17%

> Cc1ccc(NC(=O)c2cccc(NC(=O)/C=C/c3ccco3)c2)cc1C
  CHX counter = 57*
  Shiga toxin inh = 137*
  Pf growth 48h = -23%
  TbPYK inhibitor = -22%
  LmPK inhibitor = 1%
  Pf growth 96h = ?
  AmpC inh no detg = -55%
